Screening results: PubChem BioAssay, National Center for Advancing Translational Sciences (NCATS)
D2 potentiator – positive allosteric modulators of human D2 dopamine receptor | AID 485347 | 340,000 compounds, 0.34% hits | P14416 | HEK293 T-REx D2, calcium flux, EC20 dopamine potentiation | potentiation, % at 10 µM;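 active means potentiation over 3 SD above the plate norm, cut at about 30% in these data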; further: 0% is about no effect
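Potentiation of an EC20 dopamine calcium response measured kinetically over 180 s, after a preceding 180 s compound-only read flagging agonists. Cells: inducible Hek293 Trex D2 line, 4000/well, cultured overnight at 30 C before dye loading.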
D2 agonist – agonists of human D2 dopamine receptor | P14416 | HEK293 T-REx D2 cells, calcium flux agonist mode | activation, % at 2 µM | 340,000 compounds, 0.53% hits;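 active means activation over 3 SD above normal in the single-dose calcium agonist read, cut at about 30% in these data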; further: 0% is about no effect
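HEK293 Trex D2 cells, tetracycline-induced, o/n 30 C 5% CO2; no-wash Ca dye, RT 30–90 min; 10-cycle baseline, 23 nl cpd added, kinetic Ca read 180 s; agonist hits = positive Ca response.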
D1 antag – antagonists of human D1 dopamine receptor | 360,000 compounds, 3.2% hits | HEK293 TREx D1 cells, calcium flux, dopamine EC80; active compounds read low | activity change, negative = inhibition, % at 10 µM | AID 504652 | P21728; in the data active means activity change below about -30%; further: on the % scale 0 is the no-effect control and ±100 the full control effect
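Antagonism measured as reduced calcium response to an EC80 dopamine addition following 180 s compound pre-read; cells were inducible HEK293 Trex D1 plated overnight at 30 C, read kinetically at 1 cycle/sec.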
RXFP1 antagonist – antagonists of human relaxin receptor RXFP1 | Q9HBX9 | HEK293-RXFP1, relaxin-stimulated cAMP HTRF, 30 min; active compounds read low | activity change, negative = inhibition, % at 57.5 µM | 350,000 compounds, 0.59% hits | AID 1259400;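 active means activity change of -60% or lower, but not beyond a set lower limit; inconclusive means change between -60% and -40%, or beyond the set limit; inactive means change above -40%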; further: on the % scale 0 is the no-effect control and ±100 the full control effect
Target sequence (Q9HBX9 whole entry, looked up): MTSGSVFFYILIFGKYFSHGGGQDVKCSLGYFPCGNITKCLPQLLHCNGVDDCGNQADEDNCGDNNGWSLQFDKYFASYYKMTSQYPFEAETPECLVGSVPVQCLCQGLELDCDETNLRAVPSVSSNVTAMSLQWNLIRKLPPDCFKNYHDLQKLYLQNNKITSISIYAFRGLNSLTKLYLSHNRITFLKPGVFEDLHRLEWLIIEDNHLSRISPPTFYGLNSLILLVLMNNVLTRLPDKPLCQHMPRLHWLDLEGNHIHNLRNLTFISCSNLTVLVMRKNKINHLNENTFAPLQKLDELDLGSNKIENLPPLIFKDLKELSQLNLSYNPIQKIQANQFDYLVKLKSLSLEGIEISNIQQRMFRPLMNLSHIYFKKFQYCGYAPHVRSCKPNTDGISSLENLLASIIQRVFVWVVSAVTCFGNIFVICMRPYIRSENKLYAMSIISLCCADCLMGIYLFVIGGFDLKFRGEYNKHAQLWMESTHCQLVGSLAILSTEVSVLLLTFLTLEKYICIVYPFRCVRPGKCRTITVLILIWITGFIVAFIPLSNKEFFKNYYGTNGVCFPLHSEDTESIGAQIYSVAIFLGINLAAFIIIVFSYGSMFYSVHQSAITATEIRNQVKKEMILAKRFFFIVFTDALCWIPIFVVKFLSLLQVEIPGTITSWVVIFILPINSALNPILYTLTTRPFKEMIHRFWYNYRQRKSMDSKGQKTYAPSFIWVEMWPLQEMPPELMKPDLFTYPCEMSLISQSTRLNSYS
RXFP1 agonist – agonists of human relaxin receptor RXFP1. Potency, µM (titrated, usually from 57.5 µM), for the others: top-dose activation, most hits filed as activators. HEK293T-RXFP1 cAMP TR-FRET, 30 min; response scale: percent of porcine relaxin response, buffer zero. Q9HBX9. 370,000 compounds, 0.3% hits. AID 2676; active means well fitted activation curve with a large enough effect; inconclusive means small, poorly fitted or top-dose-only effect; further: potency means the concentration at half of the fitted maximal effect; on the % scale 0 is the no-effect control and ±100 the full control effect; nearly all actives have a fitted effect of over 60% in size; many of its hits are not listed in these tables
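HEK293T cells stably expressing RXFP1 were pretreated with the PDE4 inhibitor Ro 20174, exposed to compounds for 30 min at 37C, lysed, and cAMP was read by TR-FRET. Data normalized to buffer (basal) and 29 nM porcine relaxin (100%).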
D2 antagonist – D2 dopamine receptor (human) antagonism; P14416; HEK293 TREx D2 cells, calcium flux, dopamine EC80; inhibition, % at 10 µM; 340,000 compounds, 2% hits; AID 485344; in the data active means inhibition above about 30%; further: 0% is about no effect
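Compounds are added to dye-loaded, induced HEK293 T-REx cells coupled to calcium release via D2; after a 3 min kinetic read an EC80 dopamine stimulus is given and fluorescence is recorded for 3 more min.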
D1 agonist – human D1 receptor agonism. P21728. HEK293 T-REx D1 cells, calcium flux, agonist mode. activation, % at 2 µM. 360,000 compounds, 1% hits; in the data active means activation above about 30%; further: 0% is about no effect
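Agonism was scored from calcium flux recorded over 180 s (1 read/s) after pintool compound addition, following a 10-cycle baseline. Cells were inducible force-coupled HEK293 TREx D1, plated overnight at 30 C and loaded with no-wash calcium dye.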
TRHR enhancer – TRH receptor (human) allosteric enhancement; P34981; TRHR cells, fluo-8 calcium fluorescence, EC20 TRH enhancement; enhancement, % at 2 µM; 360,000 compounds, 0.66% hits; AID 493056; in the data active means enhancement above about 30%; further: 0% is about no effect
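Enhancer read-out: after compound pinning and an initial kinetic agonist-mode read, an EC20 of TRH (10 nM final) was injected and fluo-8 calcium signal (Ex 480/Em 530) followed at 1 s/cycle for 100 cycles in TRHR-expressing cells.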
D1 PAM – enhances dopamine response at the human D1 receptor; P21728; HEK293 TREx D1 cells, calcium flux, dopamine EC20 potentiation; potentiation, % at 10 µM; 360,000 compounds, 0.036% hits; in the data active means potentiation above about 30%; further: 0% is about no effect
Active calls of the source: *; ? = inconclusive; · = no result given.

SMILES	D2 potentiator	D2 agonist	D1 antag	RXFP1 antagonist	RXFP1 agonist	D2 antagonist	D1 agonist	TRHR enhancer	D1 PAM
Cc1ccc(/C=C/C(=O)Nc2ccc3nc(N4CCC(C)CC4)cc(C)c3c2)cc1	-5	·	5	·	2.8%	·	4	5	-1
CNC(=S)Nc1ccc(Cc2ccncc2)cc1	-1	-0.1	-4	-5	1.0%	-19	2	15	-1
COC(=O)N/N=C\c1cc(Br)ccc1OCc1ccccc1	-3	0.5	12	-16	-0.4%	17	2	-4	0
CCNS(=O)(=O)c1ccc(-c2ccc(-n3cnnn3)cc2)cc1	0	1.1	-16	-7	0.6%	-11	2	-3	-2
COc1ccc(CCNC(=O)C(=O)N/N=C/c2cccs2)cc1OC	11	-0.2	-6	-10	-0.6%	-13	2	-4	0
Cc1cccc(N2CCN(c3ccc(N4C(=O)CCCC4=O)cc3[N+](=O)[O-])CC2C)c1 (configuration not stated)	7	1.5	-4	12	0.0%	-9	5	2	-6
CCc1[nH]nc2c1C(Cc1ccccc1)C(C#N)=C(N)O2 (configuration not stated)	-1	·	5	8	-0.4%	·	1	3	-2
Cc1ccc(Nc2nc3ccccc3nc2Nc2c(C)n(C)n(-c3ccccc3)c2=O)cc1	-10	0.8	-4	-4	0.4%	-2	0	-2	1
CC(=O)N1c2c(cc(Br)cc2S(=O)(=O)N2CCN(c3ccccc3)CC2)CC1C (configuration not stated)	16	0.9	-15	·	-1.1%	·	5	-3	0
Cc1ccc(-c2csc3ncnc(OCC(=O)NC(=O)NCc4ccco4)c23)cc1	15	0.1	-3	-17	1.0%	27	4	-16	5
COc1ccc(C2=NN(C(=O)c3ccccc3)C(c3cccc([N+](=O)[O-])c3)C2)cc1 (configuration not stated)	9	1.7	12	-5	1.0%	-23	1	2	-2
O=C(/C=C/c1ccc(Cl)cc1Cl)N1CCN(c2ccccc2[N+](=O)[O-])CC1	-7	-1.1	-8	-2	-4.4%	-2	6	-1	4
CC(C)Cn1c(-c2ccncc2)n[nH]c1=S	-9	0.6	·	-9	-1.5%	4	-1	-3	-5
CCOC(=O)c1sc(=S)n(CC)c1NC(=O)c1ccccc1C	11	-0.2	-18	-3	-5.5%	-9	7	-4	-4
C/C(NCC(C)(C)CN(C)C)=C(/C#N)C(=O)NCc1ccccc1	4	0.2	-6	4	-0.6%	2	3	-4	-4
O=C(Nc1ccccc1C(=O)O)c1ccc(NC(=O)c2ccc(Br)o2)cc1	20	1.0	-4	-37	-2.4%	2	2	-7	-3
O=C(Cc1ccccc1)Nc1ccc(C(=O)O)cc1	-4	0.3	-24	12	-1.4%	9	0	1	-6
COCC(=O)Nc1ccc(N(C)C)cc1	1	0.7	-8	-3	-2.8%	2	2	2	-7
O=Cc1cn(-c2ccc(F)cc2)c2ccccc12	-9	-0.9	-6	-9	3.9%	4	2	2	-5
Cc1ccc(C(=O)CC2(O)C(=O)N(C)c3ccc(Br)cc32)c(C)c1 (configuration not stated)	8	1.7	-4	·	-1.0%	17	1	-5	6
O=C(NCCCN1CCCC1=O)Nc1ccc(F)c(Cl)c1	-6	0.4	-10	-19	0.2%	2	4	-5	-10
COc1ccc(/C=C(\NC(=O)c2ccccc2)C(=O)NNC(=O)CCN2CCOCC2)cc1	0	-2.7	10	4	-0.3%	30	3	1	-4
COc1ccc(C(=O)N2CCCCC2)cc1S(=O)(=O)Nc1cccc(C(=O)O)c1	1	0.0	1	-21	-0.3%	-10	-1	7	-7
CCc1nnc(NC(=O)C(c2ccccc2)c2ccccc2)s1	0	2.0	13	-9	1.5%	9	6	1	-4
CN(C)S(=O)(=O)c1cccc(NC(=O)COC(=O)c2ccc([N+](=O)[O-])o2)c1	0	-0.8	5	8	0.7%	-2	2	-2	-4

Reprinted from the part before: two entries; new compounds follow.
SMILES	D2 potentiator	D2 agonist	D1 antag	RXFP1 antagonist	RXFP1 agonist	D2 antagonist	D1 agonist	TRHR enhancer	D1 PAM
CCc1nnc(NC(=O)C(c2ccccc2)c2ccccc2)s1	0	2.0	13	-9	1.5%	9	6	1	-4
CN(C)S(=O)(=O)c1cccc(NC(=O)COC(=O)c2ccc([N+](=O)[O-])o2)c1	0	-0.8	5	8	0.7%	-2	2	-2	-4
Cc1ccc(Cn2c(C)c(CNCc3ccc(OC(C)C)cc3)c(C(=O)O)c2C)cc1	4	-1.1	18	-10	0.6%	·	2	1	0
CCOC(=O)COc1c(-c2ccc(OC)cc2)oc2ccccc2c1=O	-9	0.0	3	-9	-0.7%	-1	2	-3	3
CCCCCCn1nc(C(=O)N(CC(C)C)c2c(N)n(CCCC)c(=O)[nH]c2=O)c2ccccc2c1=O	2	-0.8	6	-11	-0.8%	1	2	-3	-4
N#CC1=C(Nc2ccccc2)SC=C(c2ccc(Br)cc2)N=C1N1CCOCC1	20	0.5	-20	-5	2.2%	-6	6	7	4
COc1ccc(C2C3=C(N=C4SCC(=O)N42)c2ccccc2CC3)cc1 (configuration not stated)	11	0.5	8	-11	-1.2%	-4	4	3	-3
N#Cc1c(N)nc(N2CCCC2)c(C#N)c1-c1ccc(Cl)cc1	0	0.1	-57*	-6	?	-20	3	-9	-13
O=C(Nc1ccnc(-c2cccnc2)n1)c1cccs1	0	2.2	13	0	-0.9%	-6	4	-1	-2
CC(C)OC(=O)c1cc(-c2ccc(C=O)o2)ccc1Cl	12	-0.4	23	-14	0.1%	-18	3	3	0
Cc1nnc2c3ccccc3c(Cl)nn12	9	-0.1	-9	0	?	18	3	-1	5
COc1ccc(-n2c(SCC(=O)N3CCCC(C)C3)nnc2-c2cccnc2)cc1 (configuration not stated)	·	·	10	-1	-2.1%	·	3	-13	-1
CN(C)S(=O)(=O)N(Cc1ccc(Br)cc1)c1ccccc1	10	-1.1	-30	10	0.8%	-24	8	3	-7
CC(=O)N1CCCC1c1nc2ccccc2n1Cc1ccccc1 (configuration not stated)	-5	16	11	·	-1.3%	·	3	0	-1
CCOC(=O)c1csc(NC(=O)c2cc3ccccc3o2)n1	7	-0.9	1	-6	-0.6%	14	0	1	2
Cc1ccc(CNC(=O)CN2CCN(Cc3ccc(F)cc3)C2=O)cc1	-6	·	-12	·	1.0%	·	0	-1	-4
COc1ccc(-c2oc3ncn4nc(-c5ccccc5Br)nc4c3c2-c2ccc(OC)cc2)cc1	-1	0.7	-11	-5	0.1%	·	-1	-3	0
O=C(c1ccc(Cl)c([N+](=O)[O-])c1)N(Cc1ccc(F)cc1)C1CCS(=O)(=O)C1 (configuration not stated)	3	2.6	-22	-4	-3.0%	4	0	2	7
Cc1nc(-c2nnc(SCC(=O)Nc3ccc(C(F)(F)F)cc3)n2C)cs1	-9	-0.6	-3	10	-0.1%	-6	2	-2	-2
COc1ccc(S(=O)(=O)N(CC(=O)Nc2cc(C)cc(C)c2)c2ccc(Cl)cc2)cc1	5	·	29	·	1.4%	·	7	1	0
O=C(Cn1nc(-c2ccccc2)c2ccccc2c1=O)Nc1cccc(O)c1	5	-1.5	-13	-21	0.3%	-7	1	-1	-3
Cc1n[nH]c(C)c1S(=O)(=O)N1CCCC(C(=O)Nc2ccc(Cl)cc2)C1 (configuration not stated)	-3	0.4	4	·	-0.2%	·	2	-4	2
CN(C)S(=O)(=O)n1cc(/C=C(\NC(=O)c2ccccc2Cl)C(=O)NCCN2CCOCC2)c2ccccc21	-1	-0.6	18	-26	-0.6%	-12	4	-2	6
CCOC(=O)C1CCN(Cc2ccc(OCc3ccccc3)cc2)CC1	-19	68*	-7	0	1.1%	59*	8	-7	-5
Cc1noc(C)c1-c1ccc2ncnc(NC(C)c3ccco3)c2c1 (configuration not stated)	·	·	·	·	-1.6%	·	0	8	0
CC1CCN(S(=O)(=O)c2ccc3[nH]c(=O)ccc3c2)CC1	8	2.7	-26	-13	-0.2%	-29	11	1	-7
Cc1ccc(N2CC(C)Cn3c2nc2c3c(=O)[nH]c(=O)n2C)cc1C (configuration not stated)	0	1.1	14	-12	1.0%	-9	5	-6	1

(next part)
SMILES	D2 potentiator	D2 agonist	D1 antag	RXFP1 antagonist	RXFP1 agonist	D2 antagonist	D1 agonist	TRHR enhancer	D1 PAM
CCOC(=O)C1CCN(c2c(Nc3ccc4c(c3)OCCO4)c(=O)c2=O)CC1	-2	-0.5	6	·	-0.3%	9	-1	0	-2
O=C(c1cccs1)C1CCCN(Cc2nc(Cc3ccccc3F)no2)C1 (configuration not stated)	·	·	-2	0	-3.6%	·	1	-5	-2
COc1ccc(/C=C2\CN(Cc3ccccc3)C/C(=C\c3ccc(OC)cc3)C2=O)cc1	-4	1.6	6	-8	1.1%	2	5	0	0
O=C1CNC(=O)/C1=C/c1ccc(O)cc1	15	1.0	-4	-5	1.1%	13	3	1	-2
CNC(=S)N(Cc1ccc(OC)cc1)Cc1cc2cc(C)ccc2[nH]c1=O	0	-0.4	0	-14	?	4	0	0	2
O=C(O)c1nn(CCOc2ccc(Br)cc2)c(=O)c2ccccc12	7	1.1	60	-20	0.2%	19	2	-1	4
CCc1ccc(OC)c(S(=O)(=O)NCc2cccs2)c1	·	·	12	-4	0.5%	·	0	-5	-1

Profiles from above. Screens in order: D2 potentiator, D2 agonist, D1 antag, RXFP1 antagonist, RXFP1 agonist, D2 antagonist, D1 agonist, TRHR enhancer, D1 PAM
Profile of `CCOC(=O)c1sc(=S)n(CC)c1NC(=O)c1ccccc1C` : 11, -0.2, -18, -3, -5.5%, -9, 7, -4, -4
Profile of `Cc1noc(C)c1-c1ccc2ncnc(NC(C)c3ccco3)c2c1` (configuration not stated) : ·, ·, ·, ·, -1.6%, ·, 0, 8, 0
Profile of `CCOC(=O)C1CCN(c2c(Nc3ccc4c(c3)OCCO4)c(=O)c2=O)CC1` : -2, -0.5, 6, ·, -0.3%, 9, -1, 0, -2
Profile of `CCNS(=O)(=O)c1ccc(-c2ccc(-n3cnnn3)cc2)cc1` : 0, 1.1, -16, -7, 0.6%, -11, 2, -3, -2
Profile of `CCc1ccc(OC)c(S(=O)(=O)NCc2cccs2)c1` : ·, ·, 12, -4, 0.5%, ·, 0, -5, -1

An excerpt from above in order of molecular weight, rising:
SMILES	D2 potentiator	D2 agonist	D1 antag	RXFP1 antagonist	RXFP1 agonist	D2 antagonist	D1 agonist	TRHR enhancer	D1 PAM
O=C(Cc1ccccc1)Nc1ccc(C(=O)O)cc1	-4	0.3	-24	12	-1.4%	9	0	1	-6
COc1ccc(C2=NN(C(=O)c3ccccc3)C(c3cccc([N+](=O)[O-])c3)C2)cc1 (configuration not stated)	9	1.7	12	-5	1.0%	-23	1	2	-2
COc1ccc(-n2c(SCC(=O)N3CCCC(C)C3)nnc2-c2cccnc2)cc1 (configuration not stated)	·	·	10	-1	-2.1%	·	3	-13	-1

Only part of the results is shown. The share of hits here may be higher or lower than overall.
